Rv3671c protease: inhibits the M. tuberculosis serine protease Rv3671c | P9WHR9 | inhibition, % at 5.96 µM | 0.048% of 320,000 active | AID 2606; in the data active = inhibition above about 38%;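 also: extracellular domain of Rv3671c used as enzyme; 0% = enzyme with DMSO and 100% = no enzyme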
Target sequence (P9WHR9 whole entry, looked up, the tested form may be a part): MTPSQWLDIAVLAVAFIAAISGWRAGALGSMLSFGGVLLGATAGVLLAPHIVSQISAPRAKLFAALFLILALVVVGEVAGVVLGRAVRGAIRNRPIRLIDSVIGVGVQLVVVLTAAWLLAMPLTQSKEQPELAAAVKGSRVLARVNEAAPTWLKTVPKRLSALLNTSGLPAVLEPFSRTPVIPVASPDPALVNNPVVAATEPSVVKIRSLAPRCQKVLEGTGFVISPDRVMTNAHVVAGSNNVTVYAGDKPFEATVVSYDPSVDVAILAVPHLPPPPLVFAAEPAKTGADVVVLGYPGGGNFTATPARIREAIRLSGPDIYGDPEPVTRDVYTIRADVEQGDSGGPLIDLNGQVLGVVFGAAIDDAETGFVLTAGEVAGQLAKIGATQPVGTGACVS
TcdB GH inh: inhibitors of Clostridioides difficile toxin B glycohydrolase; AID 652162; inhibition, % at 9.99 µM; 0.24% of 350,000 active; P18177; TcdB glycohydrolase enzymatic assay, plate reader; in the data active = inhibition above about 10%
VHR inh abs: blocks human VHR1 dual specificity phosphatase. P51452. recombinant VHR phosphatase, pNPP absorbance. inhibition, % at 13.3 µM. 0.52% of 290,000 active. AID 1654; in the data active = inhibition above about 50%; also: some compounds called inactive have numbers as strong as hits
Target sequence (P51452 whole entry, looked up): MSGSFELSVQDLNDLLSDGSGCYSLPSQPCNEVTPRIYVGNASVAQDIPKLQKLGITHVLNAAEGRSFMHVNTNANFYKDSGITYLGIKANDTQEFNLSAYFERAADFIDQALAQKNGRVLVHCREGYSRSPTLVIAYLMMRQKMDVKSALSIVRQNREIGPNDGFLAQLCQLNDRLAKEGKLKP
SARS 3CLpro inh: SARS-CoV 3CLpro protease inhibition; 0.14% of 290,000 active; recombinant SARS-CoV 3CLpro, quenched FRET peptide cleavage; inhibition, % at 6 µM; in the data active = inhibition above about 12%
MazEF act: activators of E. coli MazEF toxin-antitoxin RNase | P0AE70 | FAM/BHQ RNA-DNA oligo cleavage fluorescence, 5 h | activation, % at 20 µM | 0.32% of 350,000 active | AID 504720; in the data active = activation above about 50%
Target sequence (P0AE70 whole entry, looked up): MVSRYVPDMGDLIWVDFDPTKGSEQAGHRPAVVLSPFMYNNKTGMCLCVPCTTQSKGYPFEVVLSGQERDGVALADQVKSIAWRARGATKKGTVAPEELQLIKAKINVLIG
Yp Topo-I inh: blocks Yersinia pestis topoisomerase I activity; Y. pestis Topo-I cleavage product accumulation, plate reader; activity, % at 10 µM; 0.064% of 360,000 active; AID 504884; in the data active = activity above about 50%, passing the limit was not always enough; also: inactives centre near 2
BH1578 lux ind: inducers of Vibrio cholerae quorum light production without autoinducers; 0.16% of 350,000 active; activation, % at 18.7 µM; V. cholerae BH1578 lux reporter, luminescence, 6 h; in the data active = activation mostly above about 9.7%, no sharp cut-off; also: not every result past the cut was called active; inactives centre near 0; reference of the scale not given here
PfHsp40 yeast: rescue of PfHsp40-mediated yeast toxicity | S. cerevisiae expressing PfHsp40, growth rescue, ATP luminescence | growth rescue, % at 12.5 µM | 0.68% of 340,000 active | AID 504582; in the data active = growth rescue above about 28%, passing the limit was not always enough;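 also: yeast W303a lacking pdr1 and pdr3 grown in galactose medium; growth measured after three days at 30 °C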
Anthrax LF inh2: anthrax lethal factor protease inhibition; P15917; AID 588501; 0.12% of 360,000 active; inhibition, % at 10 µM; multiplex microsphere protease cleavage assay, LF; in the data active = inhibition above about 30%; also: plate controls were buffer without enzyme for full effect and enzyme alone for no effect
PriA SSB inh: inhibitors of Klebsiella pneumoniae PriA binding to SSB C-terminal tail; AlphaScreen SSBct-PriA binding, biotinylated peptide; inhibition, % at 33 µM; 0.6% of 430,000 active; AID 1272365; in the data active = inhibition mostly above about 37%, no sharp cut-off; inactive = mostly below about 20%;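 also: plate controls were negative control peptide for no effect and reference peptide for full effect; strong numbers were not always called active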
* = called active by the depositor; i = inactive; / = not tested or not shown; & = joins results of further samples. These rows are one share of the data. The share of hits here may be higher or lower than overall.

entry | SMILES | Rv3671c protease | TcdB GH inh | VHR inh abs | SARS 3CLpro inh | MazEF act | Yp Topo-I inh | BH1578 lux ind | PfHsp40 yeast | Anthrax LF inh2 | PriA SSB inh
1 | CCN(CC)C(=O)CN1C(=O)C2(NC(=O)c3ccccc3N2)c2ccccc21 (stereo unspecified) | 10.3 | 0.5 | 12.0 | 4.5 | 5.6 | 8.4 | 0.4 | -1.9 | -2.0 | -5.9
2 | CC(OC(=O)CSc1ccc([N+](=O)[O-])cc1)C(=O)NC1CC1 (stereo unspecified) | -2.1 | 2.7 | / | / | 0.2 | 4.7 | -2.0 | 1.0 | -10.6 | 12.5
3 | CCOC(=O)C1=C(O)/C(=C/c2ccc(OCC(=O)Nc3ccc(C)cc3)cc2)N=C1C | -25.0 | 0.9 | -3.0 | -8.2 | 16.2 | 13.0 | 0.2 | 1.0 | 0.8 | -12.0
4 | Oc1ccc(/C=N/Nc2ccnc3cc(Cl)ccc23)cc1O | 53.7* | 0.4 | 11.2 | -7.6 | -2.1 | -22.3 | 0.0 | -0.9 | -67.3 | /
5 | O=C(C1Cc2ccccc2O1)N1CCCCC1 (stereo unspecified) | 3.2 | / | 35.3 | 0.8 | -4.9 | -1.3 | i | 0.5 | -0.6 | -10.8
6 | O=C(NCc1ccncc1)C(=O)NC1CC1 | -3.3 | 0.8 | -0.6 | -0.6 | -3.1 | 3.1 | -0.3 | -1.4 | -8.9 | -9.6
7 | CN(C)/C=N/C(=S)Nc1cc(Cl)cc(Cl)c1 | -1.3 | 1.9 | -2.8 | 5.0 | -0.1 | 1.6 | -0.3 | 3.5 | 0.6 | /
8 | CCC(Oc1ccccc1)C(=O)Nc1ccc(S(=O)(=O)NCC2CCCO2)cc1 (stereo unspecified) | 1.4 | / | 18.2 | 2.9 | 2.1 | 3.3 | -6.2 | -0.3 | -3.5 | 4.1
9 | CCOC(=O)N1CCN=C1SCc1ccc(Cl)c(Cl)c1 | -4.0 | 11.9* | 14.7 | 1.4 | 2.9 | 1.3 | -0.2 | 0.2 | -7.2 | 4.0&-8.5
10 | O=C(O)c1ccccc1CSc1ccccn1 | -0.1 | 0.4 | 4.2 | 5.3 | 3.3 | 5.1 | -0.2 | -1.1 | 0.4 | -7.9
11 | O=C1c2cnccc2CN1Cc1ccccc1 | 1.4 | / | 6.6 | -4.5 | -4.1 | -5.0 | 0.7 | -0.4 | -1.3 | -4.0
12 | CCN(CC)CC(=O)Nc1ccc(-c2ccc(NC(=O)CN(CC)CC)c(OC)c2)cc1OC | -7.3 | 1.1 | 33.4 | 5.1 | -1.9 | 32.1 | i | -0.1 | -4.9 | -10.5
13 | Cc1cccc(C(=O)NC2CCN(C(=O)N3CCOCC3)CC2)c1 | 2.5 | / | 31.1 | -6.6 | 15.8 | 6.3 | 5.0 | -1.6 | 2.8 | -16.0
14 | CC(C)CC1C(C#N)=C(N)Oc2n[nH]c(-c3ccccc3)c21 (stereo unspecified) | -6.6 | / | 0.0 | -4.2 | 2.0 | -8.6 | i | -2.0 | -2.8 | -6.9
15 | CCCCC[C@@H]1C=C(C(=O)O)[C@H](c2ccc(C)cc2)N1S(=O)(=O)c1ccc(C)cc1 | -2.2 | -1.3 | / | / | -0.2 | 15.6 | -0.7 | 0.4 | -2.2 | 3.0
16 | CCN(CC)c1ccc(CN2CCC(C(=O)NCc3ccc(C)cc3)CC2)cc1 | 3.9 | -0.9 | 4.0 | -0.8 | 8.4 | 6.5 | i | -0.9 | -4.1 | 28.4
17 | O=C(c1cccc2ccccc12)C1CCCN(C(=O)CCc2cnccn2)C1 (stereo unspecified) | -2.4 | 1.1 | 23.4 | 2.1 | 4.3 | 14.5 | -0.2 | 0.6 | -1.0 | -0.9
18 | O=C1C2CCCN2C(c2ccccc2F)N1c1ccc(F)cc1 (stereo unspecified) | 8.6 | / | -0.9 | 0.8 | 8.8 | 6.5 | -0.6 | -0.9 | -0.7 | -5.3
19 | O=C(O)CSc1nnc(-c2ccc(Cl)cc2Cl)n1Cc1ccccc1 | 5.1 | 1.4 | 3.9 | 3.1 | -3.6 | 3.3 | -0.4 | 1.3 | -3.5 | 1.3
20 | CCc1ccn2cc(-c3cc(-c4ccccc4)no3)nc2c1 | 0.3 | 1.9 | 17.0 | -3.2 | -10.2 | -0.8 | -0.8 | 12.0 | / | -2.3

A different layout for four compounds above:
(2) CC(OC(=O)CSc1ccc([N+](=O)[O-])cc1)C(=O)NC1CC1 (stereo unspecified)
  Rv3671c protease = -2.1 | TcdB GH inh = 2.7 | VHR inh abs = / | SARS 3CLpro inh = / | MazEF act = 0.2 | Yp Topo-I inh = 4.7 | BH1578 lux ind = -2.0 | PfHsp40 yeast = 1.0 | Anthrax LF inh2 = -10.6 | PriA SSB inh = 12.5
(3) CCOC(=O)C1=C(O)/C(=C/c2ccc(OCC(=O)Nc3ccc(C)cc3)cc2)N=C1C
  Rv3671c protease = -25.0 | TcdB GH inh = 0.9 | VHR inh abs = -3.0 | SARS 3CLpro inh = -8.2 | MazEF act = 16.2 | Yp Topo-I inh = 13.0 | BH1578 lux ind = 0.2 | PfHsp40 yeast = 1.0 | Anthrax LF inh2 = 0.8 | PriA SSB inh = -12.0
(4) Oc1ccc(/C=N/Nc2ccnc3cc(Cl)ccc23)cc1O
  Rv3671c protease = 53.7* | TcdB GH inh = 0.4 | VHR inh abs = 11.2 | SARS 3CLpro inh = -7.6 | MazEF act = -2.1 | Yp Topo-I inh = -22.3 | BH1578 lux ind = 0.0 | PfHsp40 yeast = -0.9 | Anthrax LF inh2 = -67.3 | PriA SSB inh = /
(5) O=C(C1Cc2ccccc2O1)N1CCCCC1 (stereo unspecified)
  Rv3671c protease = 3.2 | TcdB GH inh = / | VHR inh abs = 35.3 | SARS 3CLpro inh = 0.8 | MazEF act = -4.9 | Yp Topo-I inh = -1.3 | BH1578 lux ind = i | PfHsp40 yeast = 0.5 | Anthrax LF inh2 = -0.6 | PriA SSB inh = -10.8

The main list resumes with the 3 entries that preceded the break.
entry | SMILES | Rv3671c protease | TcdB GH inh | VHR inh abs | SARS 3CLpro inh | MazEF act | Yp Topo-I inh | BH1578 lux ind | PfHsp40 yeast | Anthrax LF inh2 | PriA SSB inh
18 | O=C1C2CCCN2C(c2ccccc2F)N1c1ccc(F)cc1 (stereo unspecified) | 8.6 | / | -0.9 | 0.8 | 8.8 | 6.5 | -0.6 | -0.9 | -0.7 | -5.3
19 | O=C(O)CSc1nnc(-c2ccc(Cl)cc2Cl)n1Cc1ccccc1 | 5.1 | 1.4 | 3.9 | 3.1 | -3.6 | 3.3 | -0.4 | 1.3 | -3.5 | 1.3
20 | CCc1ccn2cc(-c3cc(-c4ccccc4)no3)nc2c1 | 0.3 | 1.9 | 17.0 | -3.2 | -10.2 | -0.8 | -0.8 | 12.0 | / | -2.3
21 | CC(=O)N1CCN(CC(=O)Nc2ccccc2C(=O)Nc2ccccc2)CC1 | -5.5 | 1.9 | / | / | -0.8 | 2.3 | -0.4 | 0.1 | -3.7 | -10.4
22 | Cc1cc(Cl)ccc1N(CC(=O)NCCSCc1ccco1)S(C)(=O)=O | -1.6 | 0.2 | 16.5 | -2.0 | -4.7 | 9.2 | i | -1.5 | -4.2 | -5.5
23 | CCNc1nc(NCC)nc(SCCOC(=O)Nc2ccccc2)n1 | -6.7 | / | 0.0 | 2.4 | 2.4 | -3.6 | -7.1 | 6.0 | 2.9 | -16.1
24 | C=CCN1C(=O)N(CC=C)c2cccc3cccc1c23 | 15.8 | -1.0 | 5.9 | 3.1 | -1.4 | -5.8 | 0.6 | -0.3 | 11.3 | -8.6
25 | Cc1ccc(-c2nn(-c3cccc(F)c3)cc2CNCc2cccnc2)o1 | -5.8 | 0.4 | 35.3 | 2.4 | 9.2 | -6.2 | 0.6 | -0.1 | -3.6 | -13.1
26 | CCOC(=O)c1ccccc1NC(=O)c1cc2sccc2n1C | -7.0 | / | -7.7 | -5.5 | 2.1 | -0.4 | 0.0 | -0.5 | -1.1 | -6.8
27 | Cn1c(CC(=O)NNC(=O)c2cncc(Br)c2)nc2ccccc21 | 1.7 | -5.4 | / | / | 2.0 | 2.5 | 0.0 | 0.7 | 0.8 | 3.9
28 | CC1(C)CC(=O)C=C(C(=O)N2CCCC(C(=O)c3cc(F)ccc3F)C2)O1 (stereo unspecified) | / | 0.2 | / | / | -1.7 | -1.4 | -4.5 | / | -9.1 | /
29 | O=P(O)(O)Cc1c(Cl)cccc1Cl | 3.1 | -1.4 | 30.1 | 5.6 | 3.1 | -9.3 | 0.8 | -0.9 | 3.5 | -14.4
30 | COc1ccc(OCCNC(=O)CSc2ccc(C(F)(F)F)cc2[N+](=O)[O-])cc1 | 9.2 | / | 15.2 | 4.8 | -5.1 | -3.8 | -1.0 | -0.9 | -2.8 | -10.7
31 | COc1ccc(-c2nc(S(=O)(=O)c3ccccc3)c(NCCCN3CCOCC3)o2)cc1 | -0.2 | -0.1 | / | / | 5.1 | -5.3 | 0.6 | -0.7 | -6.1 | 6.7
32 | Cc1c(CCOC(=O)c2cc([N+](=O)[O-])cc([N+](=O)[O-])c2)sc[n+]1CC(=O)c1ccc(Br)cc1 | 3.4 | 0.9 | -18.9 | 1.7 | 7.5 | -17.9 | -0.2 | 0.3 | -1.9 | 21.1
33 | COc1ccc(OCC(CO)N2CCN(c3ccccc3)CC2)cc1 (stereo unspecified) | / | 0.8 | / | / | -2.2 | 13.4 | i | -0.6 | -7.1 | -10.1
34 | CC(=O)c1cccc(NC(=O)CSc2nnc(-c3cccnc3)o2)c1 | -7.4 | / | 7.5 | -3.3 | -0.6 | -5.0 | i | -2.2 | 1.0 | -14.6
35 | C[C@H](CO)N1C[C@H](C)[C@@H](CN(C)S(=O)(=O)c2cn(C)cn2)Oc2c(NS(=O)(=O)c3cn(C)cn3)cccc2C1=O | -0.9 | 0.5&0.6 | / | / | -9.2 | 4.9 | -1.0 | 1.1 | -6.0 | -4.9
36 | COC(=O)c1ccc(Oc2nc(N3CCCCC3)nc(N3CCOCC3)n2)cc1 | -1.4 | / | -16.7 | 2.4 | -2.0 | 30.9 | -0.3 | 1.4 | -1.9 | -10.2
37 | COCCNC(=S)Nc1cc(OC)c(OC)cc1C#N | / | 6.2 | 6.9 | -2.0 | 0.6 | 6.1 | i | -1.5 | -1.5 | -8.3
38 | COc1ccccc1NC(=O)CCS(=O)(=O)c1ccccc1 | 8.1 | 0.3 | 18.5 | -3.1 | 1.9 | 0.4 | i | 1.9 | -0.2 | 5.9
39 | O=C(CCN1C(=O)c2ccccc2C1=O)N1CCN(C(=O)c2ccccc2)CC1 | -3.7 | / | -18.0 | -4.8 | -5.0 | 2.9 | -7.1 | -1.2 | 1.8 | -1.8
40 | O=C(CCc1nnc(-c2ccc3c(c2)OCO3)o1)NCCc1ccccc1F | 11.6 | -1.0 | -31.1 | 1.5 | -2.9 | 7.9 | 0.0 | 0.5 | -0.5 | 1.3
41 | CC(Cc1ccccc1)C(=O)Nc1ccccc1 (stereo unspecified) | -3.7 | / | 16.3 | -4.5 | -2.9 | 6.5 | i | -0.4 | -4.3 | -6.7
42 | O=C(Nc1nccs1)C(Br)C(Br)c1ccccc1 (stereo unspecified) | -1.2 | -3.5 | 19.7 | 2.4 | 11.8 | -1.3 | 0.7 | -1.8 | -11.6 | -3.8
43 | Cn1cc(C(c2ccccc2OCC(=O)O)c2cn(C)c3ccccc23)c2ccccc21 | -10.4 | 0.9 | -3.2 | 0.5 | 0.7 | 19.8 | -0.3 | 2.8 | 5.3 | -1.9
44 | CCn1c(SCC(=O)N(C(C)C)C(C)C)nnc1-c1cc2ccccc2cc1O | -4.0 | / | 11.9 | -5.7 | 2.8 | 20.5 | -0.3 | -0.5 | 0.2 | -9.1
45 | CCOc1ccc(CCNC(=O)COC(=O)c2ccccc2O)cc1OCC | -1.3 | 0.4 | 3.5 | 3.6 | 7.1 | 12.0 | 0.7 | -0.4 | -0.7 | -9.7
